IL-2 act: IL-2 activation; IL-2 activation reporter assay, cell-based qHTS; stimulated with anti-CD3/CD4/CD28 beads; in transgenic mouse T cells; activation, % (series mostly up to about 46 µM); 360,000 tested, 0.065% active; in the data active = activation above about 50%; inconclusive = mostly about 30% to 49%; also: 0% is about no effect
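Screening format: compound pinned onto unstimulated transgenic mouse T cells, 60 min incubation, then anti-CD3/anti-CD4/anti-CD28 bead stimulation for 18 hours at 37 degrees C, followed by EGFP and DsRed detection.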
WRN inhibitor: blocks human WRN helicase | WRN helicase unwinding, fluorescent forked duplex, kinetic | Potency, µM (highest dose often 114 µM), for inactives: top-dose activity change, negative = inhibition, most hits filed as inhibitors | 360,000 tested, 0.46% active; also: potency is read from the fitted curve at half-maximal effect; % is scaled to controls: 0 for no effect and ±100 for the full control effect; nearly all actives have a fitted effect of over 55% in size
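WRN at 20 nM final was preincubated with compound for 15 min at room temperature; reaction started with 100 nM forked duplex oligonucleotide carrying fluorophore and quencher plus 2 mM ATP (final). Unwinding followed kinetically by red fluorescence (ex 525/em 598 nm).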
DRD3 antagonist: D3 dopamine receptor (human) antagonism. D3R cells, DiscoveRx beta-arrestin luminescence, antagonist mode; active compounds read low. max response, negative = inhibition, %. 360,000 tested, 2.5% active. AID 652054; in the data active = max response below about -50%; inconclusive = no clear call, values can overlap the other calls; also: % is scaled to controls: 0 for no effect and ±100 for the full control effect; mostly tested at two doses, the higher about 12 µM
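Cells plated overnight at 1500 cells/well, then exposed to library compounds with dopamine controls for 90 minutes at 37 degrees C. DiscoveRx reagent added for 30–60 minutes at room temperature; luminescence read, quantitative HTS format.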
GLP-1R agonist: agonists of human GLP-1 receptor. AID 624172. Potency, µM (top dose mostly 45.6 µM), for inactives: top-dose activation, most hits filed as activators. HEK293 GLP-1R CRE-luciferase, luminescence, 4-6 h; cells express a hypersensitive GLP-1R form. 380,000 tested, 0.007% active. P43220; also: potency is read from the fitted curve at half-maximal effect; % of control where 0% means no effect
GLP1R inv ag: GLP-1 receptor (human) inverse agonism; P43220; HEK293 GLP-1R CRE-luciferase, luminescence, 24 h; GLP-1R form is constitutively active; Potency, µM (titrated, usually from 38.3 µM), inactives show at the top dose activity change, negative = inhibition, actives largely listed as inhibitors; 410,000 tested, 1.6% active; also: potency is read from the fitted curve at half-maximal effect; % is scaled to controls: 0 for no effect and ±100 for the full control effect; nearly all actives have a fitted effect of over 55% in size
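HEK293 cells stably co-expressing a cAMP-responsive luciferase reporter and constitutively active GLP-1R were seeded, incubated 12 h, then exposed to compounds for 24 h at 37 C. Luminescence was read 12 min after detection reagent; inverse agonists lower signal.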
PI5P4Ka inh: blocks human PI5P4K alpha kinase activity; PI5P4Kalpha enzyme, ADP-Glo luminescence, 60 min; active compounds read low; 330,000 tested, 1.2% active; P48426; max response, %; active = max response of -50% or lower; inconclusive = between -30% and -50%; inactive = -30% or higher; also: value at the top dose of about 77 µM; % is scaled to controls: 0 for no effect and ±100 for the full control effect
Target sequence (P48426 whole entry, looked up): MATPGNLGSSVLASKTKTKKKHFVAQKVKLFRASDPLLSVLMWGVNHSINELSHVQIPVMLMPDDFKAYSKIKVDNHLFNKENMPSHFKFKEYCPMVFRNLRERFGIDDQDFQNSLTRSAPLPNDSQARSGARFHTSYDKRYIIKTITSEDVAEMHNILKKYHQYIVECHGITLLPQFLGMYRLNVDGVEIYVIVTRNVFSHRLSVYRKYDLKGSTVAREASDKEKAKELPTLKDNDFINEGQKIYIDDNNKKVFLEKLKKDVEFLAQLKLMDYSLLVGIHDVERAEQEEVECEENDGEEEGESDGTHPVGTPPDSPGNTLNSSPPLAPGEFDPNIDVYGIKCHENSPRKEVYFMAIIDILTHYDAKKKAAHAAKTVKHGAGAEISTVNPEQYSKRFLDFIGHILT
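Compounds were pin-transferred onto PI5P4Kalpha and substrate in HEPES pH 7.4 buffer with EGTA, CHAPS and 5% DMSO. ATP (5 microM final) started the reaction, which ran 60 minutes at room temperature before ADP-Glo detection.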
PLK1 PBD inh: blocks phosphopeptide binding to human PLK1 polo-box domain; P53350; Plk1 PBD binding of FITC phosphopeptide, fluorescence polarization; Potency, µM, for inactives: max response, negative = inhibition, actives largely listed as inhibitors; 360,000 tested, 2.8% active; AID 720504; also: potency is read from the fitted curve at half-maximal effect; series mostly up to about 57 µM; % is scaled to controls: 0 for no effect and ±100 for the full control effect; nearly all actives have a fitted effect of over 65% in size
GLP1R cytotox: cytotoxicity in counter-screen for GLP-1R inverse agonists | HEK293 cAMP-luciferase reporter cells, luminescence, 24 h | Potency, µM (doses to about 38.3 µM), for the others: at the highest dose activity change, negative = inhibition, most hits filed as inhibitors | 410,000 tested, 0.13% active | AID 624418;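 also: loss of luciferase light is scored as toxicity; potency is read from the fitted curve at half-maximal effect; % is scaled to controls: 0 for no effect and ±100 for the full control effect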
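Cells in DMEM/10% Nu serum/1% pen-strep, 1536-well format. Pre-incubated 12 h, dosed with 23 nL compound, incubated a further 24 h. Luciferase detection, 12 min at room temp, luminescence.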
D3 ag: activates the human D3 dopamine receptor | max activation, % | AID 652048 | 410,000 tested, 0.58% active | D3R DiscoveRx beta-arrestin cells, luminescence, 90 min | P35462; in the data active = max activation above about 30%; also: 0% is about no effect; mostly tested at two doses, the higher about 12 µM
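Agonist-mode cell screen: cells plated at 1500/well and incubated overnight at 37 °C, then exposed to library compounds for 90 min at 37 °C. Detection reagent was added for 30–60 min at room temperature, and luminescence was read.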
* hit, by the source's call; ? = inconclusive; / = no result given; & = joins results of further samples; [ ] = remark or other dose. Unless noted, calls follow the shape of the dose curve; as a rule, active = well fitted curve in the direction sought with a large enough effect; inconclusive = small, poorly fitted or top-dose-only effect, or another doubt; inactive = no such curve, though single readings can be large; an effect the other way counts as inactive or inconclusive.

Key to letters: A = IL-2 act; B = WRN inhibitor; C = DRD3 antagonist; D = GLP-1R agonist; E = GLP1R inv ag; F = PI5P4Ka inh; G = PLK1 PBD inh; H = GLP1R cytotox; I = D3 ag
1	COc1ccc(C(C)(C)C)cc1NC(=O)C1CCCO1 (configuration not stated)
  A: -3.0 | B: -5% | C: 13 | D: 2% | E: ? | F: -2 | G: 1% | H: 23% | I: -5

2	CC(=O)/C(N=Nc1cccc(C(F)(F)F)c1)=C(\C)O
  A: -2.9 | B: -11% | C: 12 | D: -3% | E: 2% | F: 8 | G: 2% | H: -8% | I: 9

3	Cc1c(NS(=O)(=O)c2ccccc2)cc(C(C)C)c(O)c1S(=O)(=O)c1ccc(Cl)cc1
  A: / | B: / | C: / | D: -6% | E: ? | F: / | G: / | H: -6% | I: -5

4	CCOc1cc(C2CC(=O)NC3=C2C(=O)C(C(=O)OC)C(C)C3)cc(Cl)c1O (configuration not stated)
  A: -1.4 | B: -32%[57.1 µM] | C: 7 | D: 1% | E: 9% | F: 7 | G: -7% | H: 22% | I: 2

5	CCc1ccc(NC(=O)CCc2nc3sc4c(c3c(=O)[nH]2)CCCC4)cc1
  A: 1.0 | B: -4%[11.6 µM] | C: 10 | D: 0% | E: 28% | F: ? | G: -5% | H: 14% | I: -3

6	CCc1ccc2oc(=O)cc(CN(C)Cc3ccccc3)c2c1
  A: -0.7 | B: -2% | C: 10 | D: 28% | E: ? | F: -6 | G: -4% | H: 28% | I: 2

7	COC(=O)CSc1nc2sc3c(c2c(=O)n1-c1ccc(C)cc1)CC(C(C)C)OC3 (configuration not stated)
  A: / | B: / | C: / | D: 3% | E: 9% | F: / | G: / | H: -8% | I: -4

8	O=C(N/N=C\c1ccc(Oc2ccccc2)cc1)c1csnn1
  A: -0.9 | B: 1% | C: -16 | D: -5% | E: 8% | F: -6 | G: -1% | H: 3% | I: 0

9	CCC(C(=O)NCc1ccc(F)cc1)N(CCc1ccccc1)C(=O)c1snc(C(N)=O)c1N (configuration not stated)
  A: 2.7 | B: -4% | C: -5 | D: 17% | E: ? | F: 7 | G: -4% | H: -4% | I: -7

10	Cc1ccc(NC(=O)C(C)SCc2nc3sc(C)c(C)c3c(=O)[nH]2)nc1 (configuration not stated)
  A: 2.0 | B: -8% | C: 0 | D: 0% | E: -3% | F: -7 | G: -21% | H: -2% | I: -15

11	COc1ccc(OCCN2CCOCC2)cc1
  A: 0.0 | B: 1% | C: 9 | D: -3% | E: 9% | F: -2 | G: 5% | H: 5% | I: 1

12	O=C(NCc1ccc(F)cc1)C(c1ccc(Cl)cc1)N(C(=O)c1csnn1)C1CC1 (configuration not stated)
  A: 0.9 | B: 7% | C: 6 | D: 7% | E: ? | F: 6 | G: -5% | H: -15% | I: 7

13	Cc1ccc(-c2noc(CNC(=O)c3ccc4c(c3)OCO4)n2)cc1
  A: 1.9 | B: -8% | C: 15 | D: 5% | E: ? | F: 4 | G: -13% | H: -1% | I: -9

14	Cc1cc(C(=O)COc2ncnc3sccc23)c(C)n1C1CC1
  A: -1.6 | B: -4%[57.1 µM] | C: 9 | D: 0% | E: 0% | F: / | G: -3% | H: 2% | I: 2

15	CCS(=O)(=O)N1CCC(C(=O)NCc2cccnc2)CC1
  A: -0.9 | B: 2% | C: 5 | D: -8% | E: 20% | F: / | G: -1% | H: 10% | I: 3

16	COC(=O)C(C)Sc1nc2c(cnn2-c2ccc(F)cc2)c(=O)[nH]1 (configuration not stated)
  A: -4.5 | B: -5% | C: 3 | D: -3% | E: 2%&13% | F: 4 | G: -2% | H: 1%&1% | I: 1&7

17	CC(C)CC(=O)NC(=S)NNC(=O)c1cccc([N+](=O)[O-])c1
  A: 1.1 | B: 5% | C: -6 | D: 0% | E: 8%[7.66 µM] | F: -2 | G: -16% | H: -7%[7.66 µM] | I: 3

Entries of single compounds from above. Values in the order: IL-2 act	WRN inhibitor	DRD3 antagonist	GLP-1R agonist	GLP1R inv ag	PI5P4Ka inh	PLK1 PBD inh	GLP1R cytotox	D3 ag
Cc1cc(C(=O)COc2ncnc3sccc23)c(C)n1C1CC1 as listed: -1.6	-4%[57.1 µM]	9	0%	0%	/	-3%	2%	2
CCC(C(=O)NCc1ccc(F)cc1)N(CCc1ccccc1)C(=O)c1snc(C(N)=O)c1N (configuration not stated) as listed: 2.7	-4%	-5	17%	?	7	-4%	-4%	-7
CCS(=O)(=O)N1CCC(C(=O)NCc2cccnc2)CC1 as listed: -0.9	2%	5	-8%	20%	/	-1%	10%	3
Cc1c(NS(=O)(=O)c2ccccc2)cc(C(C)C)c(O)c1S(=O)(=O)c1ccc(Cl)cc1 as listed: /	/	/	-6%	?	/	/	-6%	-5

Assay outcomes (PubChem)
